TAAR1 antagonist – human TAAR1 antagonists, primary screen, Fluo-8 calcium fluorescence, CHO RD-HGA16 cells. Trace amine-associated receptor 1 (Homo sapiens), Q96RJ0. antagonist. inhibition, % at 3 µM. 1.5% of 360,000 active. AID 624466, 2012;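 active = inhibition above a per-plate cutoff, the mean inhibition of test compounds on that plate plus 3 SD, cut at about 49% in these data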;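 also: 0% = DMSO plus EC80 beta-PEA response and 100% = DMSO alone without agonist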
Target sequence (Q96RJ0 whole entry, looked up): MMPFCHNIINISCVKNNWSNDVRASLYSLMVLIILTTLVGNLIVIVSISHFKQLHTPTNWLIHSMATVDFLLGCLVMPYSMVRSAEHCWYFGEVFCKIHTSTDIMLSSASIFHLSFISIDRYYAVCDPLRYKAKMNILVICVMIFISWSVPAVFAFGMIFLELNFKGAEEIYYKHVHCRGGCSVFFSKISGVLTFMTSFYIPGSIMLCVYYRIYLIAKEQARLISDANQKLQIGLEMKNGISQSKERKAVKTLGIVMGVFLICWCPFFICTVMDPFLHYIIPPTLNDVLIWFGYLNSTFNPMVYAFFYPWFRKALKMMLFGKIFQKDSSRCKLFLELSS
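Test system – hTAAR1-expressing CHO RD-HGA16 cells, Gα16-coupled · Also added – β-PEA at EC80 concentration, post-compound challenge · Compound – 3 µM, single point · Incubation – dye loading 75 min at 37 °C, then 30 min room temperature · Measured by – Fluo-8 intracellular calcium dye fluorescence, real-time kinetic reads · Benchmarks – vehicle and agonist controls · Replicates – singlicate, one well per test compound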
TAAR1 agonist – human TAAR1 agonists, primary screen, Fluo-8 calcium fluorescence, CHO RD-HGA16 cells | 0.99% of 360,000 active | activation, % at 3 µM | vehicle wells 0%, saturating PEA agonist 100% | Trace amine-associated receptor 1 (Homo sapiens), Q96RJ0;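 active = activation above the mean activation of all test compounds in the run plus 3 SD, cut at about 38% in these data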
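Test system: RD-HGA16 (CHO) cells co-expressing Gα16 and hTAAR1 / Benchmarks: DMSO vehicle as 0%, PEA at EC100 as 100% / Repeats: no replicates (n 1) / Measure: % activation from peak over basal fluorescence ratio, DMSO-to-PEA scaled / Timing: 17-24 h plating, Fluo-8 75 min 37 °C, 30 min RT / Technique: kinetic Fluo-8 calcium fluorescence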
M1 PAM parental – nonselective calcium activators in parental CHO-K1 cells, primary screen, counter-screen for M1 PAM project, cell-based, Fluo-8 calcium fluorescence, full deck, 1536-well; ATP EC20; 0% at ATP EC20, 100% at ATP max; activation, % at 3 µM; 0.02% of 360,000 active; AID 602247, 2012;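 active = activation above the run cutoff, the mean activation of all test compounds plus 3 SD, cut at about 40% in these data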;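 also: peak over basal fluorescence ratio in a 140 s read after ATP addition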
CHO parental Ca – ATP-evoked calcium signal inhibitors, parental CHO, primary screen, counter-screen for OX1R antagonist project, cell-based, fluorescence, Fluo-8 calcium dye; parental CHO-K1, ATP-induced calcium, Fluo-8 fluorescence; inhibition, % at 5.6 µM; 0.63% of 330,000 active; AID 463079, 2010;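 active = inhibition above that plate's mean sample inhibition plus 3 SD, cut at about 26% in these data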;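 also: 0% = ATP-challenged DMSO wells and 100% = DMSO wells without ATP; some compounds past the cut are filed as inactive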
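Measured by: calcium-sensitive Fluo-8 fluorescence / Test system: CHO parental line / Controls: ATP-challenged DMSO wells low, unchallenged DMSO wells high / Measure: % inhibition / Compound: single nominal dose of 5.6 µM per compound / Replicates: single well per compound, no replicates / Reagent: ATP as calcium-mobilizing challenge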
OXTR potentiate – human OXTR potentiators, primary screen, fluorescence, CHO-OTR cells, Fluo-8 calcium; Fluo-8 calcium fluorescence, potentiator mode; 0% = oxytocin EC15, 100% = EC100; activation, % at 3 µM; 0.061% of 320,000 active; Oxytocin receptor (Homo sapiens), P30559;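 active = activation above that plate's cutoff, the mean activation of tested compounds plus 3 SD, cut at about 6.6% in these data, passing the limit was not always enough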;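 also: 100% uses oxytocin at 75 nM as the full agonist control; some results filed as inactive read as strong as hits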
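Assay system: CHO-OTR cells, human receptor / Also added: oxytocin at about EC15, sub-maximal agonist stimulus / Dosing: single dose, 3.0 µM nominal final compound concentration / Incubation: 6 min pre-incubation, 100 s read / Technique: Fluo-8 calcium dye fluorescence / Read-out: % activation vs EC15 and EC100 oxytocin / Benchmarks: EC15 oxytocin low, 75 nM oxytocin high / Replicates: singlicate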
CHO-K1 Ca antag – M1 antagonist counterscreen hit in parental CHO-K1 cells; ATP-induced calcium, Fluo-8 fluorescence; inhibition, % at 3 µM; 0.6% of 360,000 active; AID 602250;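 active = inhibition above a per-plate cutoff, the plate's mean sample inhibition plus 3 SD, cut at about 24% in these data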;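 also: 0% = DMSO plus EC80 ATP and 100% = DMSO alone without ATP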
CHRM1 agonist – human M1 muscarinic receptor agonists, primary screen, Fluo-8 calcium fluorescence, CHO-K1 cells, HTS | CHO-K1 hM1, agonist mode; 0% DMSO, 100% acetylcholine EC100 | activation, % at 3 µM | 0.33% of 360,000 active | AID 588814, 2011;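 active = activation above the run's mean compound activation plus 3 SD, cut at about 16% in these data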;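 also: peak over basal fluorescence ratio within a 140 s kinetic read after compound addition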
CHO-K1 Ca ag – counter-screen for M1 agonists: effect in parental CHO-K1 cells. Fluo-8 calcium fluorescence; scaled to maximal ATP response, vehicle zero. activation, % at 3 µM. 0.48% of 360,000 active; in the data active = activation above about 15%;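 also: untransfected CHO-K1 host cells lacking M1 receptor as counterscreen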
V1R ag counter – agonists of human V1a receptor, primary screen, counter-screen for OXTR agonist project, fluorescence, CHO-V1R cells; activation, % at 3 µM; AID 2797, 2010; 0.25% of 320,000 active; Fluo-8 calcium fluorescence, agonist mode; 0% DMSO, 100% 3 nM vasopressin; Vasopressin V1a receptor (Homo sapiens), P37288;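 active = activation above the mean activation of all tested compounds plus 3 SD, per screening run, cut at about 20% in these data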;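 also: signal is peak over basal fluorescence ratio across a 100 second FLIPR read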
Target sequence (P37288 whole entry, looked up): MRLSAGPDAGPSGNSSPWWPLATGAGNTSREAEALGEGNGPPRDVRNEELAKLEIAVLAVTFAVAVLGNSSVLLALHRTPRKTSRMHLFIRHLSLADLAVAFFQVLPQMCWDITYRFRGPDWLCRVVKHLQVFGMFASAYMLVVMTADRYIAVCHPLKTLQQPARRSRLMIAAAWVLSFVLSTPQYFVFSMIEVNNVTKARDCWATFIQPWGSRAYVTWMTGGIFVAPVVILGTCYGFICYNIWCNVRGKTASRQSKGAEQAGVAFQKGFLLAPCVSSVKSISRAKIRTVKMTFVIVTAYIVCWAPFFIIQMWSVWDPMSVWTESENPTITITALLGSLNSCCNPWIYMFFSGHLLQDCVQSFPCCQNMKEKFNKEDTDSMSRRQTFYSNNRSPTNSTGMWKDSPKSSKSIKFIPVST
* marks the source's active call; other numbers are inactive results; . = no result given.

SMILES	TAAR1 antagonist	TAAR1 agonist	M1 PAM parental	CHO parental Ca	OXTR potentiate	CHO-K1 Ca antag	CHRM1 agonist	CHO-K1 Ca ag	V1R ag counter
CC1CCN(C(=O)c2ccc3c(c2)OCO3)CC1	-13	0	17	-2	-2	-1	-4	1.1	-0.5
COc1ccc(S(=O)(=O)N2CCCCC2)cc1NC(=O)COC(=O)c1ccco1	2	2	-3	-13	-1	-10	-2	0.7	3.5
O=C(c1n[nH]c(=O)c2ccccc12)N1CCOCC1	17	7	9	7	-7	7	-3	0.5	-0.7
COc1ccccc1NC(=O)CSc1n[nH]c(-c2ccccn2)n1	-8	-1	14	-6	-3	-19	0	1.6	2.0
Cc1cccc(-n2ncc3c2CCCC3NC(=O)C2(C(N)=O)CC2)c1C (configuration not stated)	-19	4	-13	21	-11	12	2	11	9.8
CC(O)[C@H]1CNC(=O)C(=O)N1CC1(c2ccccc2)CC1 (some centres not stated)	-8	5	24	-11	-3	-2	-1	0.4	-0.2
c1cc(C(c2nnnn2C2CCCCC2)N2CCN3CCCC3C2)ccn1 (configuration not stated)	0	6	15	-11	1	-8	-9	0.6	1.3
CCOc1ccc(S(=O)(=O)N(CC(=O)N/N=C/c2cccs2)c2ccc(C)cc2)cc1	-8	2	14	-15	-8	-18	-1	0.9	0.1
O=C(/C=C/c1c(Cl)nc2ccccn12)N1CCCCC1	2	0	1	1	-11	-2	-11	0.6	0.7
c1ccc(C[C@H]2CNCCN2CC2CCCCC2)cc1	5	9	-8	-5	-1	1	-2	0.3	2.1
CSc1nc2ccc(NS(=O)(=O)c3ccc(CNC(C)=O)cc3)cc2s1	-7	0	-12	-4	-5	-12	-3	2.8	1.1
Cc1nc(-c2ccc(F)cc2)c(CC(=O)N2CCN(S(=O)(=O)c3ccc(F)cc3)CC2)s1	3	5	-26	-4	-8	-3	-3	3.7	-1.4
CCCOc1ccc(C2c3c(oc4ccccc4c3=O)C(=O)N2CCCN2CCOCC2)cc1 (configuration not stated)	-2	7	11	-20	-1	-1	-7	0.2	0.2
COc1ccccc1C(C)NC(=O)c1cc(=O)[nH]c2ccccc12 (configuration not stated)	-9	1	10	9	-5	-12	-6	0.1	-0.1
COc1ccccc1N1CCN(Cc2nnnn2CCc2ccccc2)CC1	-9	21	12	-11	-12	-13	1	2.3	7.2

The last 3 records of the section above open the next one:
SMILES	TAAR1 antagonist	TAAR1 agonist	M1 PAM parental	CHO parental Ca	OXTR potentiate	CHO-K1 Ca antag	CHRM1 agonist	CHO-K1 Ca ag	V1R ag counter
CCCOc1ccc(C2c3c(oc4ccccc4c3=O)C(=O)N2CCCN2CCOCC2)cc1 (configuration not stated)	-2	7	11	-20	-1	-1	-7	0.2	0.2
COc1ccccc1C(C)NC(=O)c1cc(=O)[nH]c2ccccc12 (configuration not stated)	-9	1	10	9	-5	-12	-6	0.1	-0.1
COc1ccccc1N1CCN(Cc2nnnn2CCc2ccccc2)CC1	-9	21	12	-11	-12	-13	1	2.3	7.2
CC1(C)C(=O)OC(c2ccccc2)C2(CCCC2)C1=O (configuration not stated)	-1	18	-6	-10	-2	11	-2	0.7	-0.7
S=C(NC1CC1)NC1CCCc2ccccc21 (configuration not stated)	-4	11	19	-6	1	-11	-5	0.1	-0.1
CCOC(=O)C(NC(=O)NCc1ccccc1)(OCC)C(F)(F)F (configuration not stated)	-21	-1	17	-11	-6	-5	-9	0.0	-0.1
CCOc1ccc2[nH]c(=O)c(CN(Cc3ccco3)Cc3nnnn3Cc3ccccc3)cc2c1	25	8	5	-14	-6	12	-4	0.1	2.7
CCOC(=O)Cn1c(=NC(=O)c2nc3ccccc3s2)sc2cc(S(N)(=O)=O)ccc21	10	4	-6	-4	-5	8	-4	0.5	1.1
COC(=O)C1=C(C)Nc2nnnn2C1c1ccc(Cl)cc1Cl (configuration not stated)	-8	13	18	-16	-6	-10	-3	1.9	1.4
CCN1CCCC1CN(Cc1cc2cc(C)ccc2[nH]c1=O)C(=O)Nc1ccccc1OC (configuration not stated)	-16	5	-7	-2	-23	4	-5	-0.1	-0.2
Cn1c2c(c(=O)n(C)c1=O)C(c1cccc(F)c1)C(C#N)=C(N)O2 (configuration not stated)	-39	0	-17	-10	-1	4	-4	-0.5	-0.3
Cc1ccc(NS(=O)(=O)c2ccc3c(c2)NC(=O)CO3)cc1C	-4	2	2	-6	-3	-3	1	2.9	3.4
CN(CCOc1ccc(Cl)cc1)C(=O)c1cccc(S(=O)(=O)N2CCN(c3ccc(F)cc3)CC2)c1	.	.	7	.	.	12	-1	9.9	.
O=C(O)COc1ccc(C=C2SC(=S)N(c3ccccc3)C2=O)cc1	-4	0	10	.	.	-18	-1	0.1	.
CCOc1ccccc1C(=O)Nc1ccc(S(=O)(=O)Nc2nccc(C)n2)cc1	-2	1	7	-9	-6	3	-2	0.1	0.9
COc1ccc(OCCCC(=O)Nc2ccc(N3CCCCC3)cc2)cc1	-11	0	23	-9	0	-19	-3	0.3	0.6
Cc1nnc(NC(=O)c2ccc(S(=O)(=O)N3CCOCC3)cc2)s1	-10	1	18	-11	-1	-7	-2	0.0	-0.1
CCOC(=O)N1C2=NC(C(=O)OC)=C(C(=O)OC)[C@@H]3Nc4ccccc4[C@]23C[C@H]1C(=O)OC	10	5	-13	-11	2	-9	-4	-0.1	-0.1
N#C/C(=C(/O)c1ccc([N+](=O)[O-])o1)c1nc2ccccc2[nH]1	9	2	11	1	0	-5	-2	1.3	-0.2
C/C=C/c1ccc(OCCCCN(C)Cc2ccccc2)c(OC)c1	-17	2	-3	-32	-4	11	-9	10	2.4
CC(=O)N1CCc2cc(S(=O)(=O)N3c4ccccc4CC3C)ccc21 (configuration not stated)	3	10	-4	-9	-14	-11	-9	2.0	6.0
O=C1CN(C(=O)CN2CCCC2)C(c2ccccc2)c2cc(Br)ccc2N1 (configuration not stated)	-11	3	10	-13	-6	-9	-4	0.1	1.3
CC1(C)CC2CC(C)(CN2S(=O)(=O)c2ccc(C(=O)Nc3cc(S(=O)(=O)N4CCOCC4)ccc3Cl)cc2)C1 (configuration not stated)	0	6	17	-2	-9	-10	-9	1.1	0.5
O=C(CSc1nnc(CNC(=O)c2cccc(C(F)(F)F)c2)o1)NC1CCCC1	-1	0	9	-3	-2	-9	-2	2.1	0.8
O=C(NC(=S)Nc1cccc(O)c1)c1ccco1	6	2	14	-5	-13	-8	2	1.7	0.7
CCCCNc1oc(-c2cccs2)nc1S(=O)(=O)c1ccccc1	11	9	21	-9	-6	-15	-8	0.4	-0.8
O=C(Nc1c[nH]c(=O)[nH]c1=O)c1ccccc1Cl	4	1	-8	.	.	4	0	0.2	.
NC(=O)c1nn2c(C(F)(F)F)cc(-c3ccccc3)nc2c1Br	-8	-3	1	-23	2	-3	-6	-0.2	-1.1
O/N=C1/CCSc2ccccc21	1	5	4	-10	-7	-3	-4	0.7	0.9
COc1ccc([C@H]2CC(=O)C=C(c3ccc(-c4ccccc4)c(F)c3)C2)cc1	1	4	31	2	-6	-18	6	2.2	-0.2
CCc1ccc(NC(=O)c2ccc3c(c2)C(=O)N(CCOC)C3Nc2ccc(CC)cc2)cc1 (configuration not stated)	-1	5	2	-21	-4	5	-1	0.4	0.0
COc1ccc2[nH]cc(CCNC(=O)c3ccco3)c2c1	14	2	27	3	-3	-29	-1	1.4	0.4
CC(C)CN(/C=N/c1sc2c(c1C#N)CCCCC2)CC(C)C	-5	-1	14	-13	-4	-3	-5	0.4	-0.3
N#Cc1ccccc1S(=O)(=O)N1CCN(C(=O)CCc2ccccc2)CC1	9	-1	7	-9	-3	-10	-4	1.6	0.4
CCOC(=O)C1CCN(c2nc(-c3ccc(Br)cc3)nc3ccccc23)CC1	-35	6	6	-13	-7	-4	0	0.1	0.1
CCc1ccc(NC(=O)C(C)OC(=O)Cn2[nH]c(=O)c3ccccc3c2=O)cc1 (configuration not stated)	-7	0	-11	.	.	1	-1	-0.1	.
COc1ccc(C)cc1-n1nnnc1SCc1nc(N)nc(N(C)C)n1	-2	4	8	.	.	2	0	2.1	.
CN(C)c1ccc(/C=N\NC(=O)c2csnn2)cc1	-1	6	12	-2	-3	0	1	-0.1	-0.8
O=C(C(Cc1ccccc1)N1C(=O)C2C3CCC(C3)C2C1=O)N1CCCCC1 (configuration not stated)	-7	14	17	-15	-8	-8	-3	0.9	0.4
COc1cccc(NC(=O)Nc2nnc(-c3ccccc3SCc3ccccc3)s2)c1	-7	1	5	-12	-4	-2	-4	-0.6	0.2
CC(=O)Nc1cc(-c2ccc(C(=O)N3CCOCC3)cc2)cn2c(-c3ccc(C(C)=O)cc3)cnc12	-24	1	21	.	.	-4	-4	-0.5	.
COc1ccccc1NS(=O)(=O)c1cc(C(=O)NCC2CCCO2)ccc1C (configuration not stated)	-14	1	19	-10	0	1	-3	0.7	0.0
Cc1cc(-c2nnc(SCC(=O)Nc3ccccn3)o2)no1	-7	1	4	-2	5	5	-1	0.4	1.8
O=C(NNc1ccc([N+](=O)[O-])cc1)c1ccco1	-24	5	5	2	-1	-14	-1	1.3	0.3
Fc1ccccc1-c1csc(-c2cccnc2)n1	2	-4	8	-11	-4	-7	4	0.2	-0.9
Cc1nc([N+](=O)[O-])c(Br)n1CC(=O)c1cccc([N+](=O)[O-])c1	11	3	-15	-4	-10	19	-7	-0.5	1.5
COc1ccc(C(=O)C(C)OC(=O)CCN2C(=O)C3CC=CCC3C2=O)cc1 (configuration not stated)	-9	9	-8	-15	-3	10	-2	0.2	1.0
Cc1ccc(C(c2nnnn2CCC(C)C)N2CCN(C)CC2)cc1 (configuration not stated)	-1	5	17	-13	-8	-3	-4	0.7	0.0

Compound activity (PubChem BioAssay)
